Compound activity as filed in PubChem.
Sm TGR block: blocks Schistosoma mansoni thioredoxin glutathione reductase. 3% of 360,000 active. purified TGR, DTNB reduction, TNB absorbance 405 nm. Potency, µM (doses to about 114 µM), for the others: at the top dose activity change, negative = inhibition, hits mostly inhibitors. Q962Y6; also: potency is read from the fitted curve at half-maximal effect; % is scaled to controls: 0 for no effect and ±100 for the full control effect; nearly all actives have a fitted effect of over 60% in size
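Kinetic colorimetric format: TGR-catalysed, NADPH-driven DTNB reduction monitored via TNB absorbance. Enzyme dispensed at 20 nM; compound exposure 15 min at room temperature before reaction start.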
Pf growth 96h: inhibits malaria parasite growth, 96 h; P. falciparum luciferase reporter growth, 96 h; Potency, µM (series often up to 28.7 µM), for inactives: at the top dose activity change, negative = inhibition, usual class: inhibitors; 6.9% of 320,000 active; also: potency is read from the fitted curve at half-maximal effect; % is scaled to controls: 0 for no effect and ±100 for the full control effect
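Readout is luminescence from an integrated firefly luciferase in P. falciparum. Red cells, 2% hematocrit and 0.05% parasitemia final, were cultured with compound through two parasite generations (96 hours) at 37 C, 5% CO2.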
Pf growth 48h: inhibits P. falciparum growth in the first generation, 48 h. P. falciparum luciferase growth in erythrocytes, 48 h. 5.9% of 310,000 active. Potency, µM (doses to about 28.7 µM), for the others: at the highest dose activity change, negative = inhibition, usual class: inhibitors. AID 504832; also: potency is read from the fitted curve at half-maximal effect; % is scaled to controls: 0 for no effect and ±100 for the full control effect
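Cell-based growth assay: transgenic P. falciparum expressing firefly luciferase, cultured in red cells within RPMI 1640 containing 0.5% w/v Albumax, 24 mM bicarbonate and gentamycin. A drop in luciferase activity indicates inhibition.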
FBPA Giardia inh: Giardia lamblia aldolase inhibition; A8B2U2; purified Giardia FBPA; Potency, µM (top dose mostly 59.6 µM), for the others: top-dose activity, negative = inhibition, most hits filed as inhibitors; 0.71% of 290,000 active; AID 2451; also: potency is read from the fitted curve at half-maximal effect; % is scaled to controls: 0 for no effect and ±100 for the full control effect; nearly all actives have a fitted effect of over 55% in size
Target sequence (A8B2U2 whole entry, looked up): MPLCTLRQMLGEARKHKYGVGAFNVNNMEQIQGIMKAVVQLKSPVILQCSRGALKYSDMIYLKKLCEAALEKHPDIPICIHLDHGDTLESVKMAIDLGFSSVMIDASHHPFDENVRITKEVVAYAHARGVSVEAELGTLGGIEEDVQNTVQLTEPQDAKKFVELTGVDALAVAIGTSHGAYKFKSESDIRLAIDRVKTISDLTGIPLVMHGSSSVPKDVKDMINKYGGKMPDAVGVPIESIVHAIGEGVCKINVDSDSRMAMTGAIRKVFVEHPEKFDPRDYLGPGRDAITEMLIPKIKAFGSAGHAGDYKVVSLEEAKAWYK
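Giardia FBPA (40 nM reagent) was preincubated 10 min at RT with compound (up to 57.5 uM final), then substrate plus GAPDH/TPI/NAD/arsenate coupling system with diaphorase/resazurin was added; resorufin fluorescence (525/598 nm) was read after 20 min.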
Cycloheximide cs: counter-screen for Shiga toxin inhibitors: cycloheximide protein synthesis inhibition | max response, % | 12% of 300,000 active | cell reporter, cycloheximide protein synthesis inhibition counterscreen; in the data active = max response mostly above about 13%, no sharp cut-off; inactive = mostly below about 14%; also: read at 38.3 µM for the half of the compounds with a filed dose; 0% is about no effect
Shiga toxin inh: Shiga toxin inhibition; Vero cells, Shiga toxin protein synthesis inhibition reporter; inhibition, % at 38.7 µM; 9.2% of 290,000 active; in the data active = inhibition mostly above about 28%, no sharp cut-off; inactive = mostly below about 43%; also: 0% is about no effect
* = called active by the depositor; ? = inconclusive; . = not tested or not shown; [ ] = dose if it differs, or a comment. Unless noted, calls follow the shape of the dose curve; as a rule, active = well fitted curve in the direction sought with a large enough effect; inconclusive = small, poorly fitted or top-dose-only effect, or another doubt; inactive = no such curve, though single readings can be large; an effect the other way counts as inactive or inconclusive.

[1] c1nc2ccc(Cc3ccc4nc[nH]c4c3)cc2[nH]1
[2] CCOc1ccc(N(CC(=O)NC2CCCC2)C(=O)CCC(=O)Nc2nc(C)cs2)cc1
[3] O=C(NCC1CCN(S(=O)(=O)c2ccccc2)CC1)Nc1ccc(F)cc1F
[4] O=C(NCCCN1CCCC1=O)Nc1cc(Cl)ccc1Cl
[5] CCN(CC(=O)Nc1ccc(S(=O)(=O)N2CCCC2)cc1)Cc1ccccc1
[6] CCN(CC)S(=O)(=O)c1ccc(N2CCOCC2)c(NC(=O)CC23CC4CC(CC(Br)(C4)C2)C3)c1
compound no.	1	2	3	4	5	6
Sm TGR block	-12%	-1%	8%	6%	0%	-9%
Pf growth 96h	5%	9%	-24%	44%[activator]	?	10µM*
Pf growth 48h	-10%	-15%	?	7%	13µM*	-20%
FBPA Giardia inh	11%	-2%	1%	0%	.	-1%
Cycloheximide cs	2	-3	-4	-4	.	-4
Shiga toxin inh	-7	9	-5	10	.	-6

[7] COC(=O)C1=C(c2c(C)noc2C)C[C@@H]2CC[C@H]1N2C(=O)NCc1ccc2c(c1)OCO2
[8] O=C(C1CC1)N1CCc2cc(Br)cc(S(=O)(=O)NC3CCCCC3)c21
[9] CCc1ccc(C(=O)COC(=O)CNC(=O)c2ccc(Br)o2)cc1
[10] Cc1ccc(C(C(=O)NC(C)(C)C)N(Cc2ccco2)C(=O)Cn2nnc(-c3cccs3)n2)cc1 (configuration not stated)
[11] COc1cc(/C=C/C(=O)O)cc(S(=O)(=O)N2CCc3ccccc32)c1OC
[12] COc1ccc(-c2nnc3sc(-c4ccco4)nn23)cc1OC
compound no.	7	8	9	10	11	12
Sm TGR block	?	-1%	-2%	1%	?	-1%
Pf growth 96h	?	?	-6%	23%	?	.
Pf growth 48h	0%	4.7µM*	26%	9.3µM*	8%	-14%
FBPA Giardia inh	.	-3%	.	1%	-9%	-10%
Cycloheximide cs	.	-2	-2	-2	9	5
Shiga toxin inh	.	-11	-30	7	13	-19

[13] CC(=O)Nc1nc(-c2ccc(Br)s2)cs1
[14] CCn1cc(C(=O)NCCCOC)c(=O)c2cc(S(=O)(=O)N(C)C)ccc21
[15] CCOc1ccc(OCCCC(=O)N2CCN(S(=O)(=O)c3ccc(Cl)cc3)CC2)cc1
[16] COC(=O)CSc1nnc(CNS(=O)(=O)c2ccc(Cl)cc2)n1C
[17] CN(CC(=O)Nc1ccc(S(=O)(=O)N2CCCC2)cc1)Cc1ccc(Cl)cc1Cl
[18] CCN(CC)S(=O)(=O)c1cccc(NC(=O)Nc2cccc(C(F)(F)F)c2)c1
compound no.	13	14	15	16	17	18
Sm TGR block	3%	4%	-12%	15%	-2%	-2%
Pf growth 96h	.	?	7%	.	?	4.1µM*
Pf growth 48h	-47%	-17%	5%	6%	?	.
FBPA Giardia inh	-13%	-4%	.	2%	2%	-2%
Cycloheximide cs	25*	6	.	-5	-2	5
Shiga toxin inh	63*	-10	.	-7	-11	-7

[19] NC(=O)CNC1CC(=O)N(CCc2ccccc2)C1=O (configuration not stated)
[20] CCN1C(=O)/C(=C/c2ccc(C)s2)NC1=S
[21] CC(=O)Nc1c(-c2ccccc2)nc2cc(C)ccn12
[22] CC(C)C[C@@H](COCc1cccc(Cl)c1)N1CCN(C(=O)c2cccc(C(F)(F)F)c2)CCC1=O
[23] Cn1ccnc1Sc1nc(Nc2cccc(Cl)c2)nc(N2CCOCC2)n1
[24] Cc1n[nH]c(=O)c2c(NC(=O)COC(=O)Cc3ccc(Cl)cc3Cl)oc(C)c12
compound no.	19	20	21	22	23	24
Sm TGR block	?	-23%	0%	.	1%	?
Pf growth 96h	6%	.	4%	.	.	16%
Pf growth 48h	.	8%	-17%	.	8.3µM*	5%
FBPA Giardia inh	-1%	-15%	-1%	-5%	-1%	.
Cycloheximide cs	7	18	3	-1	6	.
Shiga toxin inh	6	8	.	-3	-8	.

[25] COCCNC(=O)C(=O)Nc1ccc(Br)cc1
[26] Cc1ccc(NC(=O)C(C)Sc2nnc(C)n2C2CC2)cc1S(=O)(=O)N1CCOCC1 (configuration not stated)
[27] O=C(Nc1ccccc1)O/N=C/c1ccc(F)cc1
[28] CCCC1=NN2C(=N)/C(=C\c3cc(C)n(-c4cc(C)cc(C)c4)c3C)C(=O)N=C2S1
[29] CN(CC(=O)Nc1ccc(C#N)cc1)Cc1ccc(Cl)cc1
[30] Cc1cnc(C(=O)OC(C(=O)c2ccccc2)c2ccccc2)cn1 (configuration not stated)
compound no.	25	26	27	28	29	30
Sm TGR block	-1%	1%	4%	-3%	4%	-2%
Pf growth 96h	?	-11%	34%[activator]	?	?	?
Pf growth 48h	152%[activator]	-7%	138%[activator]	?	-27%	-16%
FBPA Giardia inh	8%	.	-2%	12%	0%	.
Cycloheximide cs	47*	.	27*	-3	-3	.
Shiga toxin inh	71*	.	54*	-14	-5	.

An excerpt of these results, with two lines to a compound.
The line under a structure holds: Sm TGR block, Pf growth 96h, Pf growth 48h, FBPA Giardia inh, Cycloheximide cs, Shiga toxin inh
[21] CC(=O)Nc1c(-c2ccccc2)nc2cc(C)ccn12
→ 0%, 4%, -17%, -1%, 3, .
[22] CC(C)C[C@@H](COCc1cccc(Cl)c1)N1CCN(C(=O)c2cccc(C(F)(F)F)c2)CCC1=O
→ ., ., ., -5%, -1, -3
[23] Cn1ccnc1Sc1nc(Nc2cccc(Cl)c2)nc(N2CCOCC2)n1
→ 1%, ., 8.3µM*, -1%, 6, -8
[24] Cc1n[nH]c(=O)c2c(NC(=O)COC(=O)Cc3ccc(Cl)cc3Cl)oc(C)c12
→ ?, 16%, 5%, ., ., .
[25] COCCNC(=O)C(=O)Nc1ccc(Br)cc1
→ -1%, ?, 152%[activator], 8%, 47*, 71*
[26] Cc1ccc(NC(=O)C(C)Sc2nnc(C)n2C2CC2)cc1S(=O)(=O)N1CCOCC1 (configuration not stated)
→ 1%, -11%, -7%, ., ., .
[27] O=C(Nc1ccccc1)O/N=C/c1ccc(F)cc1
→ 4%, 34%[activator], 138%[activator], -2%, 27*, 54*
[28] CCCC1=NN2C(=N)/C(=C\c3cc(C)n(-c4cc(C)cc(C)c4)c3C)C(=O)N=C2S1
→ -3%, ?, ?, 12%, -3, -14
[29] CN(CC(=O)Nc1ccc(C#N)cc1)Cc1ccc(Cl)cc1
→ 4%, ?, -27%, 0%, -3, -5
[30] Cc1cnc(C(=O)OC(C(=O)c2ccccc2)c2ccccc2)cn1 (configuration not stated)
→ -2%, ?, -16%, ., ., .

(next part)
[31] Cc1c(N=C2N=C(NC(=O)NC(C)(C)C)c3ccccc32)c(=O)n(-c2ccccc2)n1C
[32] C=Cc1ccc(C(=O)N2CCCC(Nc3ccc4c(c3)OCCO4)C2)cc1 (configuration not stated)
[33] COc1ccccc1N1CCN(C(=O)c2ccc(N3CCCCS3(=O)=O)cc2)CC1
[34] Clc1ccccc1C(c1ccccc1)(c1ccccc1)n1ccnc1
[35] CCOc1ccc(NC(=O)CN(C)C(=O)c2ccccc2OCCOc2ccccc2)cc1OCC
[36] COc1ccc(CNC(=S)Nc2ccc(F)c(Cl)c2)cc1
compound no.	31	32	33	34	35	36
Sm TGR block	-15%	-49%	-32%	10%	0%	?
Pf growth 96h	?	-6%	4%	1.4µM*	?	-4%
Pf growth 48h	13µM*	?	-3%	0.64µM*	-29%	?
FBPA Giardia inh	7%	-24%	4%	-2%	.	-3%
Cycloheximide cs	5	12*	1	-3	.	-1
Shiga toxin inh	-17	15	10	-23	.	-11

[37] CC(Oc1ccccc1)C(=O)N=C1SC2CS(=O)(=O)CC2N1CCc1ccccc1 (configuration not stated)
[38] COc1ccc(CN2CCN(Cc3cc4ccccc4o3)CC2CCO)c(F)c1 (configuration not stated)
[39] O=[N+]([O-])c1ccc(N2CCCC2)cc1N1CCCC1
[40] Cc1cc(C)nc(SCC(=O)N(C)C)n1
[41] O=C(c1ccc2ccccc2c1)C1CCCN(C(=O)c2cccnc2)C1 (configuration not stated)
[42] COc1ccc(CNC(=O)CN2CCC(NC(=O)c3ccc(OC)cc3)CC2)cc1
compound no.	37	38	39	40	41	42
Sm TGR block	-16%	-29%	-17%	4%	-11%	2%
Pf growth 96h	?	?	81%[activator]	?	-8%	0%
Pf growth 48h	?	-24%	3%	-8%	4%	-8%
FBPA Giardia inh	.	4%	-5%	-1%	.	12%
Cycloheximide cs	-2	2	-2	0	14	-3
Shiga toxin inh	-6	-2	-10	22	0	36

[43] CC(C)(C)Nc1nc(-c2ccc3c(c2)CCN3C(=O)C2CC2)cs1
[44] CCOc1ccc2nc(N3CCC(C(=O)N4CCN(c5ccccn5)CC4)CC3)sc2c1
[45] CCCCN(CCCC)c1nc(OC)nc(-n2nnc(C(C)=O)c2C)n1
[46] O=C(O)/C=C\C(=O)Nc1ccccc1F
[47] O=C(COC(=O)c1cc(Cl)ccc1O)NNC(=O)c1ccc([N+](=O)[O-])cc1
[48] CCOC(=O)N1CCN(C(=O)c2ccc3c(c2)NC(=O)/C(=C/c2ccccc2)S3)CC1
compound no.	43	44	45	46	47	48
Sm TGR block	0%	5%	-31%	-3%	3%	0%
Pf growth 96h	6%	45%[activator]	?	72%[activator]	30%	15µM*
Pf growth 48h	1%	?	?	12%	10%	-9%
FBPA Giardia inh	.	0%	1%	8%	.	3%
Cycloheximide cs	43*	0	-2	-3	.	8
Shiga toxin inh	98*	20	-11	2	.	-2

[49] Cn1c(=O)c2cc(S(=O)(=O)Nc3cccc(F)c3)ccc2n(C)c1=O
[50] CCOc1ccccc1NC(=O)CN(c1ccc(Cl)cc1)S(C)(=O)=O
[51] O=C1CCC/C1=C/Nc1ccc(Cl)cc1
[52] NC(=O)c1ccc(-n2nnnc2SCC(=O)NC2CCCCC2)cc1
[53] C/C(=N\NC(=S)NC(C)C)c1ccco1
[54] CCN(CC)CC(=O)Nc1scc2c1c(=O)oc1ccccc12
compound no.	49	50	51	52	53	54
Sm TGR block	7%	-9%	-10%	-2%	4µM*	-1%
Pf growth 96h	15µM*	?	?	13µM*	?	0%
Pf growth 48h	.	-17%	11%	27%	?	36%[activator]
FBPA Giardia inh	9%	-9%	-21%	6%	-13%	3%
Cycloheximide cs	-6	-3	30*	-4	10	6
Shiga toxin inh	-7	-8	72*	-4	14	23

[55] CCc1nnc(NC(=O)CSc2nc3c(C)cccc3[nH]2)s1
[56] Cc1cc2nc(-c3ccc(SCC(=O)N4CCN(C(=O)c5ccco5)CC4)nc3)[nH]c2cc1C
[57] Nc1ccc(Cl)cc1C(=O)c1ccccc1Cl
[58] COc1ccccc1CN1CCCCC1C(=O)O (configuration not stated)
[59] COc1cccc(OC)c1C(=O)Nc1ccc(Br)c(C(=O)c2ccccc2)c1
[60] Cc1onc(-c2c(F)cccc2Cl)c1C(=O)N=C(N)N1CC(C)OC(C)C1 (configuration not stated)
compound no.	55	56	57	58	59	60
Sm TGR block	-5%	10µM*	5%	6%	10%	-5%
Pf growth 96h	2%	-14%	25%	12%	-20%	10µM*
Pf growth 48h	-12%	?	-2%	0%	-5%	?
FBPA Giardia inh	6%	2%	-20%	-2%	6%	1%
Cycloheximide cs	1	20*	-3	8	-3	0
Shiga toxin inh	-5	26*	-8	24	-1	16

[61] Cc1ccc(C)c(S(=O)(=O)NC2CCSC2=O)c1 (configuration not stated)
[62] Cc1ccc(C)c(N(CC(=O)NC2CCCC2)C(=O)CCC(=O)Nc2cc(C)on2)c1
[63] Cc1ccc(NC(=S)N2CCN(CCN3C(=O)c4cccc5cccc(c45)C3=O)CC2)cc1
[64] CC1=CC2=NC(=O)/C(=C/c3cccn3Cc3ccccc3)C(=N)N2O1
[65] COc1ccccc1NC(=S)NC1CCCCCC1
compound no.	61	62	63	64	65
Sm TGR block	-5%	-6%	1%	7%	-3%
Pf growth 96h	19%	13%	?	-25%	?
Pf growth 48h	-27%	-16%	?	1%	0%
FBPA Giardia inh	.	.	1%	-5%	1%
Cycloheximide cs	.	-3	1	-1	-1
Shiga toxin inh	.	-4	-11	8	31

No enrichment for hits; 24% or so of the library scored in one or more.
